RORg inh = inhibitors of mouse ROR gamma transcriptional activity | P51450 | Drosophila S2 Gal4-RORgamma UAS-luciferase reporter, 20 h | Potency, µM (series often up to 53.6 µM), without a hit: at the top dose activity change, negative = inhibition, hits mostly inhibitors | actives 5.4% (n = 310,000); note: potency is the fitted concentration of half-maximal effect; % is set by controls: 0 for no effect and ±100 for the full control effect; nearly all actives have a fitted effect of over 60% in size
Target sequence (P51450 whole entry, looked up, the tested form may be a part): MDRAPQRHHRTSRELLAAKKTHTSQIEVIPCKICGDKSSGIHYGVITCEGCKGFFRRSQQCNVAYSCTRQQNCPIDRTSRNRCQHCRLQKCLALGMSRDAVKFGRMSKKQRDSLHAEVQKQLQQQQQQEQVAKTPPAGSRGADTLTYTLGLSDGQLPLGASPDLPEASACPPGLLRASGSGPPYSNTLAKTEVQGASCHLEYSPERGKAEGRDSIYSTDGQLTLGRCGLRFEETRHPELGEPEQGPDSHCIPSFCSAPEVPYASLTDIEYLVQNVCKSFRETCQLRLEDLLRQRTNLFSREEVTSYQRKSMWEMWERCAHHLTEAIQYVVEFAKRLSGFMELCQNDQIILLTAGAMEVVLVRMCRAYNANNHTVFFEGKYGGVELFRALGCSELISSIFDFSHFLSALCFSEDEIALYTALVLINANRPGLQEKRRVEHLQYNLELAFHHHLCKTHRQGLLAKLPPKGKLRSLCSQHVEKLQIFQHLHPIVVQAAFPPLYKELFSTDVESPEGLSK
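Read-out: Photinus luciferase luminescence; inhibitors lower reporter signal. Insect Schneider cells with Gal4-ROR gamma fusion under metallothionein promoter, UAS reporter; 700 uM final copper sulfate induction, 20 hr, ambient temperature.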
Mito fusion act = inhibitors of mitochondrial division or activators of mitochondrial fusion; S. cerevisiae fusion-defective mutant growth rescue, CellTiterGlo 48 h; Potency, µM (series often up to 46.1 µM), without a hit: at the highest dose growth rescue (activation), most hits filed as activators; actives 0.23% (n = 320,000);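 note: potency is the fitted concentration of half-maximal effect; % of control where 0% means no effect; nearly all actives have a fitted effect of over 45% in size; temperature-sensitive fusion mutants such as fzo1-1 at 37 °C on non-fermentable ethanol glycerol medium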
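Read-out: ATP-based luminescence (CellTiterGlo, 10 min ambient) reporting growth of fusion-defective ts yeast after 48 hours at 37C on glycerol/ethanol YPEG medium in the presence of compound.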
Rab9 prom act = activates the Rab9 promoter; actives 2.8% (n = 320,000); Potency, µM (titrated, usually from 9.22 µM), inactives show at the highest dose activation, negative = inhibition, actives largely listed as activators; Huh7 Rab9 promoter-luciferase reporter, luminescence, 24 h; note: potency is the fitted concentration of half-maximal effect; % of control where 0% means no effect; nearly all actives have a fitted effect of over 60% in size
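Huh7 reporter line, Rab9 promoter upstream of luciferase. Compound exposure 24 h at 37 °C in reduced-serum medium with 10% FBS. Read-out: luminescence.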
MBNL1 CUG block = inhibitors of human MBNL1 binding to CUG repeat RNA. Q9NR56. TR-FRET MBNL1-His/biotin-(CUG)12 binding, 665/545 ratio. Potency, µM (top dose mostly 57.5 µM), without a hit: at the top dose activity change, negative = inhibition, most hits filed as inhibitors. actives 0.036% (n = 280,000); active = well fitted inhibition curve with a large enough effect in the signal ratio, with a control signal flat, not every such curve was filed as active; inconclusive = small, poorly fitted or top-dose-only effect, or effect the other way, or a change in a side signal; inactive = no such curve, though single readings can be large or run the other way; the % refers to the signal ratio; note: potency is the fitted concentration of half-maximal effect; % is set by controls: 0 for no effect and ±100 for the full control effect
Target sequence (Q9NR56 whole entry, looked up): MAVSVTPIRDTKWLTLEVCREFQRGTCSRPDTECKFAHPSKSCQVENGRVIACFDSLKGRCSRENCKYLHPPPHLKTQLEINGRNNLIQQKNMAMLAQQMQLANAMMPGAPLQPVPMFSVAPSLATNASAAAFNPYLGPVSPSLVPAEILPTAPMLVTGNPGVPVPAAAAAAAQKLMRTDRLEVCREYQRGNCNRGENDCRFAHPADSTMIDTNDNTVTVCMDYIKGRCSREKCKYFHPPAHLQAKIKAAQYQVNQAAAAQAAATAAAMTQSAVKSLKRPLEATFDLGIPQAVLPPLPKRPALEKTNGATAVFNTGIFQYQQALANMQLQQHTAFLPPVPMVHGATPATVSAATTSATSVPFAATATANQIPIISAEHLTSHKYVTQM
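Compound titration spanned 92 nM–58 uM against the MBNL1-His/biotin-(CUG)12 complex. After 60 min at room temperature with 5 nM streptavidin-XL665 and 0.055 ng/ul terbium anti-His, ratiometric 665/545 nm emission (Ex 340 nm) normalized to controls.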
PKM2 activator = PKM2 (human) enzyme activation | P14618 | purified PKM2, Kinase-Glo ATP luminescence, activation; response scale: 0% is enzyme alone, no compound | Potency, µM (titrated, usually from 57.5 µM), inactives show at the top dose activation, actives largely listed as activators | actives 0.34% (n = 260,000) | AID 1631; note: potency is the fitted concentration of half-maximal effect; % is set by controls: 0 for no effect and ±100 for the full control effect; nearly all actives have a fitted effect of over 55% in size
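hPK-M2, >95% pure; 0.1 mM ADP / 0.5 mM PEP final; imidazole pH7.2 buffer w/ 7 mM MgCl2, 50 mM KCl; 1 h RT; Kinase-Glo lum. Intermediate enzyme activity for dual inhibitor/activator qHTS.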
ELG1 DNA repair = inhibitors of ELG1-dependent DNA repair in HEK293T cells | HEK293T ELG1-luciferase reporter, luminescence, 16 h; DNA damage induced by 5-fluorouridine | Potency, µM (highest dose often 46.1 µM), without a hit: top-dose activity change, negative = inhibition, hits mostly inhibitors | actives 2.3% (n = 330,000); note: potency is the fitted concentration of half-maximal effect; % is set by controls: 0 for no effect and ±100 for the full control effect; nearly all actives have a fitted effect of over 55% in size
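DMSO vehicle served as the neutral condition. Each well held 2,000 cells given 5-fluorouridine plus compound; after 16 hr at 37 °C/5% CO2, ONE-Glo was added and luciferase measured 30 min later.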
Gal4-VP16 FLuc = Gal4-VP16 reporter inhibition counter-screen | Potency, µM (doses to about 53.6 µM), for inactives: top-dose activity, negative = inhibition, actives largely listed as inhibitors | AID 2546 | Drosophila S2 Gal4-VP16 UAS-luciferase, luminescence, 20 h | actives 3.5% (n = 310,000);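 note: Gal4-VP16 expression switched on by copper sulfate through the metallothionein promoter; potency is the fitted concentration of half-maximal effect; % is set by controls: 0 for no effect and ±100 for the full control effect; nearly all actives have a fitted effect of over 50% in size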
Menin-MLL TR inh = displaces Texas Red mutant MLL peptide from human menin. O00255. Menin + Texas Red MLL mutant peptide, fluorescence polarization. Potency, µM (titrated, usually from 61.6 µM), inactives show top-dose FP activity change, negative = inhibition, hits mostly inhibitors. actives 0.23% (n = 270,000); active = well fitted inhibition curve with a large enough effect in the polarisation, with a control signal flat, not every such curve was filed as active; inconclusive = small, poorly fitted or top-dose-only effect, or effect the other way, or a change in a side signal; inactive = no such curve, though single readings can be large or run the other way; the % refers to the polarisation; note: potency is the fitted concentration of half-maximal effect; % of control where 0% means no effect; many of its hits are not listed in these tables
FLuc counter = firefly luciferase modulation, counter-screen for miR-21 project; Potency, µM (highest dose often 57.5 µM), inactives show at the top dose activity change, negative = inhibition, hits mostly inhibitors; actives 6.9% (n = 360,000); purified FLuc, Km substrates, luminescence inhibition; P08659; AID 588342;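 note: potency is the fitted concentration of half-maximal effect; plate controls were vehicle for no effect and reference inhibitor for full effect; nearly all actives have a fitted effect of over 55% in size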
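Purified P. pyralis luciferase, 10 nM final, with Km-level 10 uM D-luciferin and 10 uM ATP in 50 mM Tris acetate pH 7.5, 10 mM Mg acetate, 0.01% Tween-20, 0.05% BSA; 6-point qHTS titration about 60 µM downward; luminescence read.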
KCNH2 3.1 inh = inhibitors of human KCNH2 3.1 potassium channel isoform. U2OS KCNH2 3.1, thallium flux FluxOr; active compounds read low. activity change, % (tested at about 1.8 µM). actives 0.95% (n = 340,000). AID 720553;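 active = maximum activity change below -70%; inconclusive = maximum activity change from -70% to -50%; inactive = maximum activity change above -50%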;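 note: thallium influx rate constant from kinetic fluorescence after stimulation buffer; % is set by controls: 0 for no effect and ±100 for the full control effect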
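FluxOr-based Tl+ influx in U2OS cells transduced with KCNH2 3.1 virus; rate constants normalized to DMSO controls.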
NPC1 promoter act = activates the NPC1 promoter; Potency, µM (top dose mostly 9.22 µM), for inactives: at the top dose activation, most hits filed as activators; Huh7 NPC1 promoter luciferase reporter, 24 h; AID 485313; actives 2.4% (n = 320,000);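 note: potency is the fitted concentration of half-maximal effect; % of control where 0% means no effect; nearly all actives have a fitted effect of over 60% in size; reporter is driven by a mutant NPC1 promoter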
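In 1536-well qHTS, Huh7 cells harboring an NPC1 promoter–luciferase construct received compound for 24 h; activation was quantified by luminescence following luciferase reagent addition.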
* hit, by the source's call; ? = inconclusive; . = not tested or not shown; [ ] = dose if it differs, or a comment. Unless noted, calls come from the whole dose curve; as a rule, active = well fitted curve in the direction sought with a large enough effect; inconclusive = small, poorly fitted or top-dose-only effect, or another doubt; inactive = no such curve, though single readings can be large; an effect the other way counts as inactive or inconclusive.

SMILES | RORg inh | Mito fusion act | Rab9 prom act | MBNL1 CUG block | PKM2 activator | ELG1 DNA repair | Gal4-VP16 FLuc | Menin-MLL TR inh | FLuc counter | KCNH2 3.1 inh | NPC1 promoter act
Nc1nnc(COc2ccccc2)s1 | 15% | -3% | 0% | -11% | -17% | 13% | 4% | -4% | 6% | 8 | 0%
CC(=O)c1ccc(NS(=O)(=O)Cc2ccccc2)cc1 | -6% | 1% | 3% | -5% | -8% | 12% | 1% | 10% | 1% | -4 | -1%
O=C(Nc1ccccc1)c1cc(S(=O)(=O)N2CCCCC2)ccc1N1CCOCC1 | . | 0% | 0% | . | . | 5% | . | . | . | -4 | 1%
Nc1ncnc(Nc2ccc(F)c(Cl)c2)n1 | 20% | 0% | 27% | 8% | -1% | ? | -11% | . | -5% | 0 | 23%
COC(=O)c1ccc(NC(=O)CCC(=O)c2ccc(F)cc2)cc1 | -7% | -8% | 0% | -1% | . | -9% | 4% | 33%[activator] | -1% | 0 | -1%
COCCNC(=O)c1cccc(NC(=O)C2=C(C)OCCS2)c1 | -4% | -13% | -4% | -3% | . | 10% | 0% | -12% | -4% | 12 | -1%
CSc1ccc(C2C3(C#N)C(N)=NC4(OCCO4)C23C#N)cc1 (centres undefined) | 24% | 0% | 0% | 8% | -4% | 1% | -2% | 7% | 0% | 4 | 2%
Cc1nc(CN(C)C(=O)c2ccccc2OC2CCN(S(C)(=O)=O)CC2)cs1 | 28% | 1% | -5% | 1% | 2% | 1% | -11% | 1% | -2% | 17 | -3%
CC(=O)N(C)N1c2ccccc2CCc2ccccc21 | -13% | -4% | -2% | -2% | 1% | -21% | 5% | ? | 4% | -4 | -5%
COc1ccc(OC)c(S(=O)(=O)Nc2ccccc2C(=O)N2CCCCC2)c1 | . | -5% | -1% | . | . | -4% | . | . | 0% | -2 | 0%
O=C(Cc1nc2ccccc2[nH]1)c1ccc(Cl)cc1 | ? | 8% | 2.5µM* | 8% | -1% | ? | -16% | 19% | 6µM* | 0 | 2.5µM*
COc1ccc(-c2cnnc(N/N=C/c3ccc(O)c(O)c3)n2)cc1 | ? | -1% | -9% | ? | 16% | -24% | 8.9µM* | 22% | 2.7µM* | 10 | -13%
O=C(COC(=O)c1ccccc1NC(=O)c1ccccc1)c1ccc([N+](=O)[O-])cc1 | 28% | 7% | 9% | 8% | 2% | 29% | -6%[0.365 µM] | 38%[activator] | ? | 10 | 10%
COc1ccc2c(c1)C(c1ccc([N+](=O)[O-])cc1)=NNC(c1ccco1)=N2 | 30% | 3% | -2% | ? | 0% | ? | -8% | . | 13µM* | 6 | 0%
CCOc1cc(C(=O)N2CCOCC2)ccc1OCc1ccccc1 | 28% | 4% | -3% | 8% | 0% | 1% | 3% | -7% | 1%[2.3 µM] | 0 | 0%
c1ccc2cc(CN3CCOCC3)ccc2c1 | -13% | 1% | . | 3% | -4% | . | 17% | -1% | -1% | 5 | .
CC(=O)Nc1ccc(S(=O)(=O)N(Cc2ccccc2)c2ccccc2F)cc1 | 15% | 8% | -2% | 10% | 1% | 6% | 1% | ? | 0% | -16 | -1%
O=C(c1cc2ccccn2n1)N1CCN(c2ccccn2)CC1 | -11% | 2% | 1% | -4% | -15% | -2% | 9% | 5%[11.7 µM] | -17% | 6 | 1%
O=C(OCc1ccccc1)c1cccc(-c2nnn(Cc3ccccc3)n2)c1 | ? | 2% | 17% | 1% | 1% | ? | ? | . | -3% | 5 | 27%
Cn1c(SCc2ccc(Br)cc2)nnc1-c1ccncc1 | -32% | 4% | -2% | -6% | 0% | -1% | 14% | -1% | 5% | 3 | 0%
Cc1ccc(-c2nc(N)sc2CC(=O)OCC(=O)NCCC(C)C)cc1 | 30% | -10% | 0% | 6% | 24% | -1% | 1% | 7% | 5% | 3 | -1%
COc1ccc(C(=O)NCC(=O)N/N=C/C(C)=C/c2ccco2)cc1OC | 9% | 0% | -4% | ? | 25% | ? | 4% | 5% | ? | -8 | -2%
CNC(=O)c1cccn1-c1ccsc1C(=O)OC | 20% | 2% | 12% | 6% | 8% | 4% | 2% | 0% | -5% | 5 | 0%
FC(F)(F)c1cccc(-c2nnc3ccc(C(F)(F)F)cn23)c1 | 10µM* | 10% | 1% | -1% | 5% | -14% | -4% | 6%[11.7 µM] | -1% | -6 | 1%
CC(=O)c1cccc(N2C(=O)C3C(C(=O)Nc4cc(C)on4)C4(C)C=CC3(O4)C2C(=O)NC(C)(C)C)c1 (centres undefined) | -1% | -2% | -5% | 1% | -1% | 7% | 2% | -1% | 1% | 33 | -4%

Other records follow:
SMILES | RORg inh | Mito fusion act | Rab9 prom act | MBNL1 CUG block | PKM2 activator | ELG1 DNA repair | Gal4-VP16 FLuc | Menin-MLL TR inh | FLuc counter | KCNH2 3.1 inh | NPC1 promoter act
CCNC(=O)OCC(CC)NC(=O)OCC(C)C (centres undefined) | 8% | 5% | -4% | -3% | -3% | 0% | -2% | . | 1% | 8 | -5%
O=C(O)CCn1cc(-c2ccc(Cl)cc2)nc1-c1ccncc1 | . | -6% | -3% | . | . | 8% | . | . | -4% | . | 4%
O=S(=O)(c1ccc(SCCOc2ccc(F)cc2)nc1)N1CCCC1 | . | 13% | -3% | . | . | 0% | . | . | 12% | -22 | -3%
Cc1nc(NC(=O)/C=C/c2ccc(F)cc2)sc1C(=O)N(C)C | 25% | -1% | -5% | ? | 5% | ? | 0% | -3% | 17µM* | 0 | 0%
COCCN1C(=O)c2ccc(C(=O)O)cc2C1=O | -6% | -3% | 3%[1.84 µM] | 8% | -7% | 5% | 2% | -6% | -1% | 1 | -2%
O=C(CCN1CCN(c2ccc(F)cc2)CC1)Nc1ccc(F)cc1 | 12% | -2% | -1% | 1% | -2% | -11% | -4% | -6% | -2% | -7 | -2%
O=C(NCCc1ccccc1F)c1ccc2c(c1)OCCO2 | 0.63µM* | -4% | 0.0006µM* | 4% | -29% | ? | 0.79µM* | -4% | 0.048µM* | -15 | 0.025µM*
CCCc1nnc2c(N(C)S(=O)(=O)c3ccc(C)cc3)nc3ccccc3n12 | 13% | 0% | -4% | . | 5% | 7% | -1% | 7% | 0% | 2 | -5%
O=C(Nc1cc(C(F)(F)F)ccc1N1CCCC1)c1ccc2c(c1)OCO2 | 39% | 3% | 0% | 6% | 2% | 1% | -11% | ? | 11% | 1 | 1%
CCOC(=O)/C(C(N)=NCC(C)C)=C(/O)c1ccccc1 | 38% | 2% | 4% | -2% | 4% | -9% | 22% | -28% | 1% | 6 | -3%
COC(=O)c1ccccc1NC(=O)c1cccc(NC(=O)CSCc2ccccc2)c1C | -18% | 3% | 2% | 16% | -1% | -17% | -21% | -22% | -1% | 5 | -2%
CCCCOC(=O)c1cc(=O)[nH]c2ccccc12 | -28% | 9% | -2% | 19% | 7% | 15% | 7% | 7% | -8% | -27 | 1%
O=[N+]([O-])c1ccc2nccn2c1 | 1% | -4% | 3% | ? | -4% | -21% | -7% | ? | 1% | -11 | 0%
CCOC(=O)c1nn(-c2ccc(F)cc2)c2nc(-c3ccccc3)c(C#N)c(=O)n12 | 18% | 15% | -1% | 52%[activator] | 11% | -8% | -13% | 10% | 1% | -25 | 0%
Cc1cc(N2C(=O)C=CC2=O)c([N+](=O)[O-])cc1C | 7.1µM* | -1% | -9% | 6% | 5.6µM* | ? | 4.5µM* | 1% | ? | . | -14%
O=C1c2ccccc2C(=O)N1CCC(O)C[N+](=O)[O-] (centres undefined) | 2% | -9% | 0% | 11% | 1% | 0% | -5% | -5% | 1% | -9 | -1%
CCOC(=O)C1(Cc2ccccc2)CCN(Cc2cc(=O)c3ccccc3[nH]2)CC1 | 29% | 21% | -2% | -5% | -5% | ? | 0% | -11% | 0% | 1 | -2%

Assay outcomes deposited in PubChem BioAssay by National Center for Advancing Translational Sciences (NCATS).

Only part of the results is shown (hit frequency here may not be typical).
